Source: PubChem
MCL1-BIM inh: inhibitors of human MCL1 binding to BIM-BH3 peptide; AID 2057; GST-MCL1 / FITC-Bim-BH3 fluorescence polarization; inhibition, % at 10.9 µM; actives 0.68% (n = 320,000);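 active means inhibition above the mean inhibition of all tested compounds plus 3 SD, set per campaign, cut at about 40% in these data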;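 further: 0% = DMSO wells and 100% = unlabeled Bim-BH3 peptide control; higher means more loss of mP so more displacement of Bim peptide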
Target sequence (Q07820 whole entry, looked up): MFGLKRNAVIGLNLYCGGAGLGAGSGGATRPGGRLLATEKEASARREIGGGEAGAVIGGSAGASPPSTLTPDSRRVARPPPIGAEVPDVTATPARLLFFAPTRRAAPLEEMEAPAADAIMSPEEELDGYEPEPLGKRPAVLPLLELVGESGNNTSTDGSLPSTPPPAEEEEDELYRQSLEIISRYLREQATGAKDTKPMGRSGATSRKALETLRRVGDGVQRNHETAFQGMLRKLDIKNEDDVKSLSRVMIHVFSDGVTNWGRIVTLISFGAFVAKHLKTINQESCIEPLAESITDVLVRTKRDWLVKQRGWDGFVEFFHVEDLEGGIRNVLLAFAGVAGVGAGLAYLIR
ZTA DNA inh: counter-screen for EBNA-1 inhibitors: inhibitors of Epstein-Barr virus ZTA. AID 2234. actives 0.15% (n = 320,000). ZTA-DNA binding, fluorescence polarization. inhibition, % at 11 µM; in the data active means inhibition above about 33%
Target sequence (P03206 whole entry, looked up): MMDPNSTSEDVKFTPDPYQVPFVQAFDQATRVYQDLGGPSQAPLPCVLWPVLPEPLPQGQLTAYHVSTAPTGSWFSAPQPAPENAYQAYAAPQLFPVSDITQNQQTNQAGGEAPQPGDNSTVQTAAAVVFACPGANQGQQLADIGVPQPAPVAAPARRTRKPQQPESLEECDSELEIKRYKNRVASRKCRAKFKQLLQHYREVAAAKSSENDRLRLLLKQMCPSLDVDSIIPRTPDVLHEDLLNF
BCLXL inh: blocks human Bcl-xL binding to Bim BH3 peptide. GST-Bcl-xL / FITC-Bim BH3 peptide fluorescence polarization. inhibition, % at 10.9 µM. actives 0.7% (n = 320,000). AID 2129;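 active means inhibition above the mean of all tested compounds plus 3 SD, cutoff set per campaign, cut at about 30% in these data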;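 further: 0% = DMSO wells and 100% = unlabeled Bim-BH3 peptide competitor; inhibitors lower millipolarization by displacing the labeled peptide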
Target sequence (Q07817 whole entry, looked up): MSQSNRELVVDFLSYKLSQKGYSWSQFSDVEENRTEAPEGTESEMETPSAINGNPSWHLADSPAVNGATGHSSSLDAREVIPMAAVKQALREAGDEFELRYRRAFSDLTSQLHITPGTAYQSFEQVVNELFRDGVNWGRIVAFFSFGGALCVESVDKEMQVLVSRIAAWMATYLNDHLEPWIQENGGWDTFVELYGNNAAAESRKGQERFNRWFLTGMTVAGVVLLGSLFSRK
GLD-1 RNA inh: GLD-1-TGE RNA interaction inhibition (C. elegans); AID 2280; inhibition, % at 5.96 µM; actives 0.44% (n = 320,000); Q17339; purified GLD-1 + fluorescein TGE RNA, fluorescence polarization;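 active means percent inhibition above a per-plate cutoff, the plate mean of test compounds plus 3 SD, cut at about 30% in these data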;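 further: 0% = DMSO wells with GLD-1 and probe and 100% = wells lacking GLD-1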
Fam108B inh: Fam108B inhibition, counter-screen for RBBP9 inhibitors. inhibition, % at 9.51 µM. actives 0.33% (n = 300,000). AID 1947. recombinant Fam108B, FP-Rh probe fluorescence polarization;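 active means inhibition above the screen mean inhibition plus 3 SD, computed separately per campaign, cut at about 18% in these data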;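 further: inhibitors lower polarization as less probe binds the enzyme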
MEX-5 binding: C. elegans MEX-5 TCR-2 RNA binding activity | Q9XUB2 | MEX-5/FITC-TCR2 RNA binding, fluorescence polarization; stronger effect = lower value | actives 0.38% (n = 300,000) | activity score (negative = inhibition of binding), % at 10 µM;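 active means inhibition past about -25% in most replicates, and total fluorescence under double the plate's negative control median, limit read from the data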;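 further: 0% = DMSO and -100% = 5 µM competing unlabeled TCR2 RNA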
Efflux pump mplx: inhibitors of Candida antifungal efflux pumps expressed in yeast; S. cerevisiae Candida pump triplex, Nile Red efflux; inhibition, % at 10 µM; actives 0.44% (n = 330,000);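 active means plate passing quality check with inhibition over a set limit, or well fluorescence over plate mean plus 4 SD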;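 further: Nile Red retained in pooled yeast measured as flow cytometry median fluorescence; 0% = buffer negative control and 100% = Enniatin B positive control; higher means more Nile Red kept so more efflux inhibition; some compounds called inactive have numbers as strong as hits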
CR mimetic SO: caloric restriction mimetics inhibiting age-related superoxide in yeast; superoxide response (% of plate mean), % at 10 µM; actives 0.18% (n = 330,000); S. cerevisiae aged cells, superoxide DHE fluorescence; stronger effect = lower value;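 active means superoxide response under a set limit, about three screen SD below normal, cut at about 65% in these data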;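 further: yeast aged for seven days with compound at 30 °C before DHE staining; 100% = average MFI of all compound-treated wells on the plate with controls excluded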
EBNA-1 inhibitor: blocks EBNA-1 binding to DNA; actives 0.34% (n = 300,000); inhibition, % at 14.8 µM; EBNA-1 DNA binding, fluorescence polarization; in the data active means inhibition above about 28%
* marks the source's active call; other numbers are inactive results; / = not tested or not shown. Not a hit list; about 2.3% have a hit in one of these screens.

Sequence of screens: MCL1-BIM inh, ZTA DNA inh, BCLXL inh, GLD-1 RNA inh, Fam108B inh, MEX-5 binding, Efflux pump mplx, CR mimetic SO, EBNA-1 inhibitor
COc1cc(Cl)c(NS(=O)(=O)c2ccc(-c3ccc(=O)[nH]n3)o2)c(OC)c1
→ 6, 0, 3, -5, 2, -1.2, -0.1, 90, -7
CN(C(=O)COC(=O)C1CCN(S(=O)(=O)c2c(Cl)cccc2Cl)CC1)C1CCCCC1
→ -11, 11, -9, 0, -1, 1.2, 0.0, 98, -4
O=C(CSc1n[nH]c(-c2ccco2)n1)N1c2ccccc2Sc2ccccc21
→ 2, -10, 1, 0, -2, 1.4, 0.3, 94, -1
COc1ccccc1NC(=O)Cn1c2ccccc2c2nc3n(c(=O)c21)CCS3
→ -6, -15, -5, -10, -2, -0.8, 0.6, 116, 44*
O=C(Nc1ccc2c(c1)OCCO2)c1ccc(Br)cc1
→ 4, -3, 10, -1, -2, 0.0, 0.0, 108, -6
O=C1N/C(=N\N=C\c2ccccn2)SC1Cc1cccc(SC(F)F)c1 (centres undefined)
→ 12, -12, -2, 1, 2, -0.8, -0.2, 92, 0
CCn1cc(/C=C(\NC(=O)c2ccccc2F)C(=O)NCCN2CCOCC2)c2ccccc21
→ 3, -4, 4, -4, 5, 1.8, 0.1, 94, 0
COc1ccc(CC(=O)Nc2ccc(S(=O)(=O)Nc3nccs3)cc2)cc1
→ 2, -18, 1, -1, 1, -1.3, -0.1, 95, -9
Cc1cccc2cc(CN(C(=O)c3cnccn3)C3CCCCC3)c(Cl)nc12
→ 1, 1, 4, 2, 4, 4.1, 0.0, 102, -2
CC(C)N1C(=O)CC(Nc2ccc(N3CCOCC3)cc2)C1=O (centres undefined)
→ 5, 10, 8, 1, -3, 1.7, 0.3, 96, -12
Cc1nonc1OCCn1c([N+](=O)[O-])cnc1C
→ 17, -5, 2, -8, 4, 0.6, 0.0, 103, -8
COc1ccc(S(=O)(=O)Nc2ccc(NC(C)=O)cc2)cc1[N+](=O)[O-]
→ -1, 3, 6, -1, 4, -0.4, 0.0, 92, -12
Cc1nc(SCc2ccc(C(=O)O)cc2)c2c(C)c(C)sc2n1
→ 6, 9, 15, 0, -2, 0.4, -0.1, 93, 8
Cc1nc(CS(=O)(=O)c2ccc(Cl)cc2)cc(N2CCOCC2)n1
→ 2, -3, 8, -4, 3, -1.5, 0.0, 104, -4
Cc1ccc(C)c(N2CCN(S(=O)(=O)c3ccc4c(c3)CCN4C(=O)CCC(=O)O)CC2)c1
→ 2, 18, 2, 1, -5, 1.6, 0.2, 97, -1
COc1ccccc1CNC(=O)COc1cccc(-n2cnnn2)c1
→ -7, -1, -1, 3, -2, -0.8, 0.0, 86, -1
CCOC(=O)c1c(C)[nH]c(C)c1C(=O)CSc1nnc(-c2ccncc2)n1Cc1ccccc1
→ -10, -19, -6, -3, -5, -0.2, -0.4, 107, 1
O=C(CN1CCOCC1)N/N=C/c1c(O)ccc2ccccc12
→ 1, -9, 2, -14, -2, -2.2, 0.0, 105, -12
O=C(Nc1ccccc1)/C(=C/c1ccc([N+](=O)[O-])cc1)NC(=O)c1ccco1
→ 2, -3, 4, -3, 1, 1.8, -0.1, 77, -16
CCOC(=O)c1ncn2c1CN(C)C(=O)c1cc(F)ccc1-2
→ 2, -2, 5, 7, -3, -0.4, 0.0, 101, 1
COc1ccc(/C=C2/C(=O)N=C3SCCN32)cc1
→ 3, -4, 0, 1, 0, 0.7, -0.1, 88, 4
Cc1cc(C(=O)N2CCCC(N3CCN(c4cccc(Cl)c4)CC3)C2)no1 (centres undefined)
→ 8, -13, 4, 5, 4, -1.6, 0.0, 100, -1
COc1ccc(-c2ccc3oc(-c4ccc(OC)cc4)c(-c4cc(OC)c(OC)c(OC)c4)c3c2)cc1
→ 12, -7, 6, 3, 9, 0.8, 0.5, 103, 3
Cc1ccc2nc(SCC(=O)Nc3ccc(C)c([N+](=O)[O-])c3)[nH]c2c1
→ -5, 0, -8, -3, 3, -0.1, 0.0, 105, 14
Cc1ccc(NC(=O)C(=O)NCCN2CCN(S(C)(=O)=O)CC2)cc1C
→ -2, -2, 4, 2, 0, -0.5, -0.2, 82, 5
COc1ccc(C(=O)Nc2nnc(-c3ccco3)s2)cc1
→ 15, -14, 5, -2, 4, -0.9, 0.0, 100, -2
CCn1c(C(=O)O)c(CC(=O)Nc2cccc(C(F)(F)F)c2)c2ccccc21
→ 3, 16, 5, 1, 1, -0.2, 0.0, 99, -1
COCC(C)N1CCC(Oc2ccc(C(=O)N3CCCC3)cc2)CC1 (centres undefined)
→ 5, 4, 3, 6, 0, -3.7, 0.0, 83, -1
CCOC(=O)c1c(N)sc(C(O)(C(F)(F)F)C(F)(F)F)c1-c1ccc(Cl)cc1
→ 8, 6, 5, 8, 1, 1.5, 0.1, 97, 3
Cc1nc2ccccn2c1/C(O)=C1\C(=O)C(=O)N(CCN2CCOCC2)C1c1cccs1 (centres undefined)
→ 10, -7, 4, 1, 2, -1.7, -0.1, 101, 0

9 compounds from above, arranged by molecular weight, descending:
Sequence of screens: MCL1-BIM inh, ZTA DNA inh, BCLXL inh, GLD-1 RNA inh, Fam108B inh, MEX-5 binding, Efflux pump mplx, CR mimetic SO, EBNA-1 inhibitor
COc1ccc(-c2ccc3oc(-c4ccc(OC)cc4)c(-c4cc(OC)c(OC)c(OC)c4)c3c2)cc1
→ 12, -7, 6, 3, 9, 0.8, 0.5, 103, 3
Cc1nc2ccccn2c1/C(O)=C1\C(=O)C(=O)N(CCN2CCOCC2)C1c1cccs1 (centres undefined)
→ 10, -7, 4, 1, 2, -1.7, -0.1, 101, 0
CCn1c(C(=O)O)c(CC(=O)Nc2cccc(C(F)(F)F)c2)c2ccccc21
→ 3, 16, 5, 1, 1, -0.2, 0.0, 99, -1
Cc1cc(C(=O)N2CCCC(N3CCN(c4cccc(Cl)c4)CC3)C2)no1 (centres undefined)
→ 8, -13, 4, 5, 4, -1.6, 0.0, 100, -1
Cc1ccc(NC(=O)C(=O)NCCN2CCN(S(C)(=O)=O)CC2)cc1C
→ -2, -2, 4, 2, 0, -0.5, -0.2, 82, 5
O=C(Nc1ccccc1)/C(=C/c1ccc([N+](=O)[O-])cc1)NC(=O)c1ccco1
→ 2, -3, 4, -3, 1, 1.8, -0.1, 77, -16
Cc1ccc2nc(SCC(=O)Nc3ccc(C)c([N+](=O)[O-])c3)[nH]c2c1
→ -5, 0, -8, -3, 3, -0.1, 0.0, 105, 14
COCC(C)N1CCC(Oc2ccc(C(=O)N3CCCC3)cc2)CC1 (centres undefined)
→ 5, 4, 3, 6, 0, -3.7, 0.0, 83, -1
COc1ccc(/C=C2/C(=O)N=C3SCCN32)cc1
→ 3, -4, 0, 1, 0, 0.7, -0.1, 88, 4

Additional compounds:
Sequence of screens: MCL1-BIM inh, ZTA DNA inh, BCLXL inh, GLD-1 RNA inh, Fam108B inh, MEX-5 binding, Efflux pump mplx, CR mimetic SO, EBNA-1 inhibitor
CS(=O)(=O)c1ccccc1-c1nnc(NC(=O)c2cccc(N3C(=O)CCC3=O)c2)o1
→ 8, -4, 5, 0, 4, -6.3, 0.1, 101, -6
COCCNC(=O)/C(C#N)=C/c1ccc(OCC(=O)NC2CCCCC2)cc1
→ 0, 8, 2, 0, 5, -0.3, 0.0, 94, 8
COc1cc(/C=c2\s/c(=C\C(=O)C(C)(C)C)[nH]c2=O)cc(OC)c1OC
→ 3, -15, 4, -2, 0, -9.1, 0.1, 106, 7
CCN(Cc1nc2ccccc2c(=O)[nH]1)Cc1cc(=O)oc2cc(C)c(C)cc12
→ 3, -3, 4, 0, -2, -5.0, -0.2, 87, 8
N/C(COc1ccc(C(=O)O)cc1)=N\O
→ 1, 12, 1, 1, 2, -0.6, -0.1, 86, 5
Cc1cc(OCCN2CCOCC2)ccc1[N+](=O)[O-]
→ -1, 7, 7, 3, 2, -2.5, -0.2, 83, 10
COc1ccc(CN2CCN(CCc3ccccc3)C(CCO)C2)cc1Cn1cncn1 (centres undefined)
→ -11, 2, -3, -6, 0, -0.2, 0.2, 91, -14
O=C(Oc1ccc(-c2ccccc2)cc1)N1CCCCC1
→ 6, 5, 3, 4, -1, -0.7, 0.0, 80, 4
CCN1CCN(C(c2cccs2)C(C)NC(=O)c2cccc(OC)c2OC)CC1 (centres undefined)
→ 4, -12, 3, 5, 5, -0.7, 0.0, 95, 4
CCCCOc1ccc(C(=O)N(C)CC(=O)Nc2ccc(C)cc2)cc1
→ 4, -18, 3, -2, 3, 1.0, 1.3, 103, 3
O=C(Cn1ncn2c(cc3sccc32)c1=O)NC1CCCC1
→ 6, 7, 4, -2, 1, -0.7, 0.0, 78, 9
CC(C(=O)N1CCc2ccccc21)N(C)CC(=O)Nc1ccc(F)cc1 (centres undefined)
→ -9, 7, -13, 5, /, /, 0.0, 96, /
Cc1cccc(Cc2c(C)[nH]c(=O)c(C#N)c2C)c1
→ 3, 2, 1, 2, 1, 0.0, 0.1, 79, -8
O=C(c1ccc([N+](=O)[O-])cc1)N1CCN(C(=O)c2cccnc2)CC1
→ 0, -7, 2, -7, -5, 0.5, 0.1, 99, -1
CSCCC(NC(=O)COc1ccccc1)C(=O)OCCOc1ccc(F)cc1 (centres undefined)
→ -1, -3, 1, 4, 0, 1.2, 0.1, 109, -9
Cc1noc(C)c1S(=O)(=O)N(C)CC(=O)NCc1ccccc1
→ -3, 1, 4, 3, 8, -4.8, 0.0, 109, 7
Cn1c(=NC(=O)c2ccccc2[N+](=O)[O-])sc2cccc(F)c21
→ 11, 6, 5, 1, -2, -0.2, 0.0, 99, -3
COc1ccc(N(C(=O)CNC(=O)c2ccco2)C(C(=O)NC2CCCCC2)c2ccncc2)cc1 (centres undefined)
→ 0, -7, 6, 0, 0, -2.5, -0.1, 110, -15
Cc1cc(C)c(C#N)c(N2CCCC(C(N)=O)C2)n1 (centres undefined)
→ 1, -4, -1, 6, 1, -1.3, 0.0, 96, -9
O=C(Oc1cccc(C(=S)N2CCOCC2)c1)c1cc([N+](=O)[O-])cc([N+](=O)[O-])c1
→ 15, -16, 6, 0, 4, -0.6, 0.0, 98, 2
C=CCc1cccc2cc(C(=O)NC3CCCCC3)c(=O)oc12
→ 1, 7, 7, 6, -3, 2.0, -0.2, 84, 5
CC(=O)N1CCOc2ccc(S(=O)(=O)NCC3CCC(C(=O)Nc4ccc(C)cn4)CC3)cc21 (centres undefined)
→ 1, -3, 1, 6, 0, -0.4, -0.2, 109, -18
O=C(c1cnn2c(C(F)F)cc(-c3ccccc3)nc12)N1CCN2CCCC2C1 (centres undefined)
→ 6, 6, 5, -3, 5, 0.1, 0.0, 101, 0
O=C(CCN1CCCC1Cc1ccccc1)c1ccc2c(c1)OCCO2 (centres undefined)
→ 2, 9, 1, 0, 0, -3.5, 0.0, 94, -3
CCOC(=O)c1c(-c2ccc(C)o2)csc1NC(=O)CN1CCC(C(N)=O)CC1
→ 3, -20, 1, -2, -7, 0.7, 0.2, 82, -15
COc1ccc(-c2nnsc2N2C(=O)c3ccccc3C2=O)cc1
→ 6, 2, -6, 2, -1, -4.4, 0.1, 102, 3
CCN(CC)c1ccc(-c2nc3cnccn3c2NC2CCCC2)cc1
→ 3, 4, 6, 0, -4, 4.1, 0.4, 97, 9
CCCCN(C)CCNC(=O)c1cc(-c2cccnc2)nc2ccc(S(=O)(=O)N3CCC(C)CC3)cc12
→ -2, 1, -2, 0, 2, 2.5, 0.0, 104, 3
CC1=C(C(=O)Nc2ccccc2)C(c2ccc(C)cc2)N=C(Nc2nc3ccccc3o2)N1 (centres undefined)
→ 8, -18, 2, 4, -3, 0.0, 0.3, 109, -13
CCOC(=O)c1c(C)nc2sc3c(c2c1-c1ccc(OC)cc1)NC(c1ccccc1)NC3=O (centres undefined)
→ -10, 6, 5, 4, -1, -2.2, 0.1, 100, 2
